High-throughput results from PubChem.
AMA1 RON2 block – disrupts binding of P. falciparum AMA1 to RON2; Potency, µM (highest dose often 58.2 µM), for the others: at the highest dose activity change, negative = inhibition, hits mostly inhibitors; 360,000 compounds, 0.2% hits; AID 720542; AlphaScreen AMA1-biotinylated RON2 peptide binding;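 also: potency is read from the fitted curve at half-maximal effect; 0% = vehicle wells and -100% = peptide control; nearly all actives have a fitted effect of over 45% in size; some results filed as inactive show a strong effect at the top dose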
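AMA1 (3D7) with his tag at 25 nM final met compounds first, then biotinylated RON2 peptide at 25 nM; detection used donor plus acceptor beads, 10 µg/mL apiece, read by AlphaScreen after 30 min at room temperature.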
AmpC no deterg – blocks E. coli AmpC beta-lactamase in detergent-free assay | 330,000 compounds, 0.52% hits | P00811 | AmpC nitrocefin hydrolysis, absorbance 480 nm, 0.0001% Triton | AID 485341 | Potency, µM (highest dose often 57.1 µM), for the others: top-dose activity change, negative = inhibition, usual class: inhibitors;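 also: potency is read from the fitted curve at half-maximal effect; plate controls were no compound for no effect and no enzyme for full effect; nearly all actives have a fitted effect of over 20% in size; some results filed as inactive show a strong effect at the top dose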
Target sequence (P00811 whole entry, looked up): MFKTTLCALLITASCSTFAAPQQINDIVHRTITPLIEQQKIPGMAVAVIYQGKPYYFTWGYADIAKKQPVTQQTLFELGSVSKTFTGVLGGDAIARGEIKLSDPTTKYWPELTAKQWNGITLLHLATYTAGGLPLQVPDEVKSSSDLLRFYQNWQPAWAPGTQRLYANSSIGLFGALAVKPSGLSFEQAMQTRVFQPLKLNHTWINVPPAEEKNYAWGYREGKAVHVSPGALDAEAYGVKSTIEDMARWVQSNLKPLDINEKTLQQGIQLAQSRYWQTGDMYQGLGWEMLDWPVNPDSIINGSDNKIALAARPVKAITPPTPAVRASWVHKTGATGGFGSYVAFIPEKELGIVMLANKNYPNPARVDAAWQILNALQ
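AmpC (5.3 nM in the dispensed reagent) in 20 mM phosphate pH 7.0 with 0.01% (detergent screen) or 0.0001% Triton X-100 was preincubated with compounds for 15 min at room temperature. Nitrocefin was then added from an 800 uM solution, and hydrolysis was followed at 480 nm.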
HCMV antiviral – human cytomegalovirus inhibition; HFF cells, HCMV-luciferase reporter, 72 h; stronger effect = lower value; activity change, negative = inhibition, % at 57.5 µM; 410,000 compounds, 4.5% hits; in the data active = activity change below about -60%; inconclusive = no clear call, values can overlap the other calls; inactive = above about -39%
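Two-dose cell screen: HFF monolayers treated with compounds and infected with luciferase-expressing HCMV at 1 PFU/cell, 72 h at 37C, then lysed for luciferase measurement.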
AmpC detergent – blocks E. coli AmpC beta-lactamase in detergent assay; P00811; Potency, µM (highest dose often 114 µM), for inactives: top-dose activity change, negative = inhibition, most hits filed as inhibitors; 370,000 compounds, 0.041% hits; AmpC hydrolysis of nitrocefin, absorbance 480 nm, 0.01% Triton;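 also: potency is read from the fitted curve at half-maximal effect; 0% = no-compound wells and -100% = no-enzyme wells; nearly all actives have a fitted effect of over 25% in size; some results filed as inactive show a strong effect at the top dose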
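20 mM phosphate pH 7.0 + 0.01% (detergent screen) or 0.0001% Triton X-100; 5.3 nM AmpC reagent; cpd preinc 15 min RT; nitrocefin (800 uM stock) to start; A480 q20 s × 4 min; Activity was normalised to no-enzyme and no-compound control wells.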
Tb PYK inh – blocks Trypanosoma brucei pyruvate kinase. Q57TT1. TbPYK enzyme, Kinase-Glo Plus ATP luminescence, 45 min. Potency, µM (doses to about 76.8 µM), without a hit: top-dose activity, negative = inhibition, actives largely listed as inhibitors. 410,000 compounds, 0.12% hits; also: potency is read from the fitted curve at half-maximal effect; nearly all actives have a fitted effect of over 50% in size
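TbPYK + substrate in 50 mM TEA pH 7.2, 100 mM KCl, 10 mM MgCl2, 0.05% BSA, 0.01% Tween-20; cpd pinned; ADP 130 uM final; 45 min RT; Kinase-Glo Plus 10 min; luminescence endpoint.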
HCV inh – inhibitors of hepatitis C virus infection; Potency, µM (series often up to 41.8 µM), for the others: at the highest dose activity change, negative = inhibition, most hits filed as inhibitors; Huh7.5.1 HCVcc-Cre infection, luciferase reporter, 44 h; 340,000 compounds, 3.4% hits; also: potency is read from the fitted curve at half-maximal effect
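Whole-lifecycle infectious HCVcc-Cre system; cells 1,000/well, compound then virus (~0.5 moi) added 4 h after plating, 44 h culture. Luciferase read 15 sec following 15 min substrate incubation, room temp.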
LmPK inh – LmPK (Leishmania mexicana) enzyme inhibition; purified LmPK, Kinase-Glo ATP luminescence, 1 h; Potency, µM (top dose mostly 57.5 µM), without a hit: at the top dose activity change, negative = inhibition, most hits filed as inhibitors; 290,000 compounds, 0.37% hits; Q27686; also: potency is read from the fitted curve at half-maximal effect
Target sequence (Q27686 whole entry, looked up): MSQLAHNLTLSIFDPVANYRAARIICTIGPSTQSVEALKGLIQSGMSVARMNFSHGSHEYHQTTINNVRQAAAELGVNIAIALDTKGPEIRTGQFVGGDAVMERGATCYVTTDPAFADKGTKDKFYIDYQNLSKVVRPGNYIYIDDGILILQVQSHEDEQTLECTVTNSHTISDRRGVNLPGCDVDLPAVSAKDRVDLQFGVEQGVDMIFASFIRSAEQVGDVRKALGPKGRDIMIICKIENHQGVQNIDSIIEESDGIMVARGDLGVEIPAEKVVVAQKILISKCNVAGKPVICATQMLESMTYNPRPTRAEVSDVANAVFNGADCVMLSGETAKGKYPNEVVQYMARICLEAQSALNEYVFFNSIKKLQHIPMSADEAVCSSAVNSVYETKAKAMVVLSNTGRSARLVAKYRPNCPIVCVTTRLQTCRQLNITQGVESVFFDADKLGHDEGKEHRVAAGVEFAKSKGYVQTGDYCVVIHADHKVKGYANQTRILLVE
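In 50 mM imidazole pH 7.2 with 7 mM MgCl2, LmPK (0.1 nM) turned over PEP (0.5 mM) and ADP (0.1 mM) for 1 h at room temperature. Luciferase read-out of ATP.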
Numbers without * were called inactive; ? = inconclusive; . = not tested or not shown; & = joins results of further samples; [ ] = remark or other dose. Unless noted, calls follow the shape of the dose curve; as a rule, active = well fitted curve in the direction sought with a large enough effect; inconclusive = small, poorly fitted or top-dose-only effect, or another doubt; inactive = no such curve, though single readings can be large; an effect the other way counts as inactive or inconclusive. Unless noted, % is scaled to controls: 0 for no effect and ±100 for the full control effect. Compounds were not picked by outcome, and some 7.5% of all compounds hit somewhere here.

entry	Structure	AMA1 RON2 block	AmpC no deterg	HCMV antiviral	AmpC detergent	Tb PYK inh	HCV inh	LmPK inh
1	O=C(N/N=C/c1ccccc1F)NC1CCCCC1	-5%	-12%	33	6%	-11%	20%	0%
2	COc1cc(C)ccc1S(=O)(=O)NC(=O)Cn1nnc(COc2ccc3c(c2)CCCC3)c1C	-5%	.	2	.	7%	.	.
3	OC(c1ccccc1)(c1nc(/C=C/c2ccc(C(F)(F)F)cc2)cs1)C(F)(F)F (stereo not drawn)	11%	.	?	.	-5%	.	.
4	N#Cc1cn(CC(=O)N2CCCC2)c2ccccc12	7%	-15%	66	?	-2%	-31%	2%
5	Cc1ccc(Cl)cc1N1CCN(C(=O)CCn2c(=O)c3cccn3c3cccnc32)CC1	.	.	-3	-1%	5%	.	.
6	O=C(N/N=C/c1c[nH]c2ccccc12)c1ccn[nH]1	30%	-14%	41	7%	1%	?	-1%
7	CCn1c2c(c(=O)n3ncc(C(=O)N4CCN(c5ccc(C(C)=O)cc5)CC4)c13)CN(Cc1ccc(OC)cc1)CC2	.	.	-36	19%	9%	.	.
8	COc1ccc(S(=O)(=O)N(C)c2c(C)n(C)n(-c3ccccc3)c2=O)cc1OC	-5%	3%	5	4%	-1%	13%	7%
9	CCN(CC(=O)Nc1ccc(S(=O)(=O)N2CCOCC2)cc1)Cc1ccccc1	-8%	115%[activator]	-14	?	2%	?	.
10	Cc1ccc(CNC(=O)c2cc(=O)c3cc(C)cc(C)c3o2)cc1	.	.	12	-9%	2%	.	.
11	O=C(CCN1CCN(S(=O)(=O)c2ccc(F)cc2)CC1)Nc1ccccc1F	-3%	55%	-33	-6%	-10%	2%	-12%
12	O=c1c(CN2CCN(c3cccc(Cl)c3)CC2)coc2c(Cl)cc(Cl)cc12	-5%	-21%	-28	0%	3%	-2%	3%
13	O=C(O)C1C(=O)NCC1c1ccccc1 (stereo not drawn)	-1%	-15%	-30	?	-2%	17%	-2%
14	CCCc1cc(=O)[nH]c(SCc2cc(C(=O)OC)c(C)o2)n1	-11%	-24%	8	-5%	5%	-10%	1%
15	COc1ccccc1-c1cc2nc(NCCOc3ccccc3)ccn2n1	7%	.	13	.	-1%	.	.
16	Cc1ccc(-c2[nH]ncc2C(=O)c2cccc(F)c2)c(O)c1	59%[activator]	-30%	-75*	-7%	2%	?	2%
17	CCSC(SCC)[C@H](O)[C@@H](O)[C@H](O)[C@H](O)CO	-4%	-14%	-65*	?	5%	0%[8.37 µM]	-1%
18	CCC(C)NC(=S)Nc1ccc2nc(N3CCOCC3)cc(C)c2c1 (stereo not drawn)	4%	31%	?	0%	0%	11µM*	0%
19	CC[N+]1(C)CCC(O)(/C=C/c2ccccc2)C(C(=O)/C=C/c2ccccc2)C1 (stereo not drawn)	15%	.	?	.	-11%	?	.
20	CCOc1ccc(-c2nnc(-c3cccnc3)o2)cc1OCC	-2%	35%	-22	-4%	-1%	?	-5%
21	COc1cccc(CNC(=O)c2ccc(CS(=O)c3ccccc3)o2)c1 (stereo not drawn)	-8%	1%	?	4%&-11%	8%&7%	8%	1%
22	CCN(CC1COc2ccccc2O1)C(=S)NC1CC2CCC1C2 (stereo not drawn)	5%	-25%[2.29 µM]	-27	?	1%	9%	1%
23	Cc1ccc(CN2CCN(C3CCC3)CC2CCO)cc1 (stereo not drawn)	-4%	-9%	-4	?	-1%	0%	6%
24	COc1ccc(Oc2nc(SC)nc3ccccc23)cc1	14%	0.16µM*	?	1%	4%	?	6%
25	Cc1ccc(C(=O)Nc2ccc3[nH]c(=O)[nH]c3c2)c(C)c1	5%	-34%	66	0%	-6%	11%	6%
26	BrCCc1ccccc1	-1%	-1%	24	-7%	-10%	-15%	.
27	CCOC(=O)c1c(C)[nH]c(C)c1S(=O)(=O)NCC1CCN(Cc2ccccc2F)CC1	-3%	-24%	-22	0%	9%	6%	6%
28	COc1cc2[nH]c(=S)nc(Nc3ccc(NC(C)=O)cc3)c2cc1OC	61%[activator]	50%	-18	-12%	-2%	14%	1%
29	CCOC(=O)c1c(NC(=O)c2cnn3c2NC(c2cccc(OC)c2)CC3C(F)(F)F)sc2c1CCCC2 (stereo not drawn)	7%	-2%	-5	0%	0%	-1%	-4%
30	Cc1ccc(C(=O)N2CCOCC2)cc1[N+](=O)[O-]	0%	-38%	-6	3%	-6%	10%	0%

Single records, from the list above. Screens in order: AMA1 RON2 block, AmpC no deterg, HCMV antiviral, AmpC detergent, Tb PYK inh, HCV inh, LmPK inh
CCn1c2c(c(=O)n3ncc(C(=O)N4CCN(c5ccc(C(C)=O)cc5)CC4)c13)CN(Cc1ccc(OC)cc1)CC2 is listed as ., ., -36, 19%, 9%, ., .
COc1ccccc1-c1cc2nc(NCCOc3ccccc3)ccn2n1 is listed as 7%, ., 13, ., -1%, ., .
CCSC(SCC)[C@H](O)[C@@H](O)[C@H](O)[C@H](O)CO is listed as -4%, -14%, -65*, ?, 5%, 0%[8.37 µM], -1%

Next part:
entry	Structure	AMA1 RON2 block	AmpC no deterg	HCMV antiviral	AmpC detergent	Tb PYK inh	HCV inh	LmPK inh
31	COc1ccc(C(CNC(=O)c2cc(C)oc2C)N2CCOCC2)cc1 (stereo not drawn)	-14%	10%	18	-4%	0%	19%	-5%
32	Cc1ccc(C)c(S(=O)(=O)Nc2ccc(C(N)=O)cc2)c1	-4%	-19%	-14	-14%	4%	2%	0%
33	O=C(NC(c1ccc2c(c1)OCO2)c1ccccn1)C1CCN(CCOc2ccccc2)CC1 (stereo not drawn)	12%	.	-37	.	5%	.	.
34	CN(C)S(=O)(=O)c1cccc(NC(=O)CNCc2ccccn2)c1	-2%	52%	0	-4%	4%	10%	-2%
35	O=C(Nc1cccc(C(=O)N2CCOCC2)c1)c1ccc([N+](=O)[O-])cc1	-14%	-16%	9	1%	-12%	2%	-12%
36	Cc1ccc2oc(-c3cc(NC(=O)c4ccc5c(c4)OCCO5)cc(C)c3O)nc2c1	.	.	18	-3%	5%	.	.
37	O=C(COC(=O)COc1ccc(Br)cc1)NNC(=O)c1ccccc1	9%	-12%	-18	.	2%	-3%	.
38	CCCOc1ccc(/C(O)=C2/C(=O)C(=O)N(CCN(C)C)C2c2ccc(OC)c(OC)c2)cc1 (stereo not drawn)	-14%	-7%	17	?	-1%	17%	6%
39	O=C(CNC(=O)c1ccc(Cl)cc1Cl)OCc1ccccc1	3%	-26%	-17	?	2%	-2%	.
40	COc1ccc(OCC(=O)Nc2ccccc2C(=O)Nc2ccc(C(=O)O)cc2)cc1	0%	-18%	-12	-9%	2%	10%	-3%
41	Cc1ccc2c(c1)N(C(=O)CCC(=O)NC1CCCCCC1)CC(C)O2 (stereo not drawn)	7%	78%[activator]	14	?	0%	-2%	-3%
42	Cc1ccc(S(=O)(=O)N2CCCCC2)cc1NC(=O)Nc1ccc(Cl)cc1Cl	0%	-34%	10	2%	5%	-2%	0%
43	CCC(NC(=O)c1ccccc1NC(=O)c1ccco1)C(=O)NNC(=O)c1ccncc1 (stereo not drawn)	82%[activator]	-4%	-11	3%	11%	?	-1%
44	C[C@H](CO)N1C[C@H](C)[C@@H](CN(C)S(=O)(=O)c2cn(C)cn2)Oc2ccc(NC(=O)Nc3ccccc3)cc2C1=O	1%	75%[activator]	-8	.	-26%	0%	.
45	Cc1cc(C)cc(NC(=O)C(OC(=O)c2cc[n+]([O-])cc2)c2ccccc2)c1 (stereo not drawn)	-8%	-17%	27	?	0%	-12%	.
46	CC(=O)c1ccc(N2CCC(C(=O)O)CC2)cc1	13%	-11%	-34	3%	1%	23%	-2%
47	CC(=O)NCC(O)c1ccc([N+](=O)[O-])cc1 (stereo not drawn)	-2%	33%	1	-1%	-4%	-2%	0%
48	CCn1cc(S(=O)(=O)c2ccc(Cl)cc2)c(=O)c2cc(F)c(N3CCOCC3)cc21	.	.	5	14%	-6%	.	.
49	Cc1csc(=O)n1CC(=O)Nc1ccc(Cl)c(Cl)c1	-2%	-29%	-5	.	-1%	-7%	.
50	CC(=O)c1ccc(NC(=O)c2cc3c([nH]c2=O)CC(c2ccccc2)CC3=O)cc1 (stereo not drawn)	.	.	8	-10%	-3%	.	.
51	CCN1CCN(CC(=O)Nc2cc(F)ccc2C)CC1	-5%	-3%	24	-1%	0%	-6%	1%
52	Cc1ccc(Nc2c(-c3ccccn3)nc3cc(C)ccn23)cc1	?	63%[activator]	0	?	-9%	2.8µM*	-11%
53	CCCCNC(=O)NS(=O)(=O)c1ccc(C(=O)OC(C)C)o1	0%	39%	-13	0%	3%	16%	3%
54	O=C(COc1ccc2ccccc2c1)NCCNC(=O)COc1ccc2ccccc2c1	-5%	-2%	49	1%	-9%	2%	15%
55	Cc1c(NS(=O)(=O)c2cc([N+](=O)[O-])ccc2Cl)c(=O)n(-c2ccccc2)n1C	13%	.	7	.	3%	-2%	.
56	Cn1c(CC(=O)NN)c(Sc2ccccc2)c2ccccc21	33%[activator]	1%	39	?	0%	3%	8%
57	COc1ccc(NC2CCCN(Cc3cccc4cnccc34)C2)cc1 (stereo not drawn)	-14%	53%	?	-16%	-1%	-11%	-1%
58	CCOC(=O)/C(C#N)=C/c1cc(C)n(-c2ccccc2)c1C	-9%	-14%	?	-15%	1%	32µM*	1%
59	O=C(CC1C(=O)N(c2ccccc2)C(=O)N1Cc1ccc(F)cc1)Nc1cccc(F)c1 (stereo not drawn)	.	.	-26	1%	-2%	.	.
60	CCCCOc1cccc(C(=O)Nc2cccc3ccc(C)nc23)c1	.	.	-20	-4%	2%	.	.
61	CCOC(=O)c1ccc(NC(=O)C2CCCN(c3ccc(Sc4ccc(C)cc4)nn3)C2)cc1 (stereo not drawn)	.	.	-20	-6%	6%	.	.
62	CCCCN(CC)CCNC(=O)CCNC(=O)Cn1ccc2ccccc2c1=O	-3%	-9%	-25	3%	-7%	12%	10%[11.5 µM]
